Compound activity: PubChem BioAssay, Broad Institute
miR-122 sensor: inhibitors of miR-122 in Huh7 cells | activation (reporter increase), % at 12.5 µM | Huh7 miR-122 Renilla luciferase sensor, 48 h; neutral wells = 0, positive control = 100 | 340,000 compounds, 0.3% hits;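 active = mean replicate activation score at least 90 and every replicate individually at or above 90; inconclusive = only one of the two criteria met; inactive = neither criterion met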;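 also: higher luciferase means less miR-122 activity so hits act as miR-122 inhibitors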
EWS-Fli block: blocks EWS/Fli oncoprotein-driven transcription; A673 NR0B1-luciferase reporter, viability-normalised; inhibition, % at 12.6 µM; 350,000 compounds, 0.67% hits; AID 651661;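 active = mean inhibition of at least 50% after viability correction, with every replicate also passing that limit; inconclusive = mean reaches 50% but only one of two replicates passes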;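 also: firefly luciferase signal divided by Alamar Blue viability fluorescence both relative to DMSO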
INS-1E GSIS act: primary screen for activators of insulin secretion dependent on glucose, INS-1E cells, GLuc reporter luminescence | INS-1E GLuc reporter insulin secretion, 2-3 h | activation, % at 16.6 µM | 370,000 compounds, 0.61% hits | AID 743287;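 active = lowest replicate activation of at least 40%, so every replicate reaches that level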;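 also: 0% = median of neutral control wells and 100% = median of IBMX positive control wells; some compounds called inactive have numbers as strong as hits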
DENV2 CPE rescue: inhibitors of DENV2 cytopathic effect | DENV2-infected cells, cytopathic effect rescue, plate reader | CPE inhibition, % at 9.99 µM | 350,000 compounds, 1.7% hits; in the data active = CPE inhibition above about 20%, passing the limit was not always enough; inconclusive = no clear call, values can overlap the other calls; tested in BHK-21 cells;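 also: 0% = median of neutral control wells and 100% = median of positive control wells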
F508del corr: correctors of CFTR F508del function in bronchial epithelial cells. activity (quench increase), % at 7.58 µM. 350,000 compounds, 0.36% hits. CFBE cells, YFP halide quenching; stimulated with forskolin plus potentiator P3; % fluorescence drop versus neutral controls;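 active = mean added fluorescence quench of at least 8% versus neutral control, with both replicates also reaching 8%; inconclusive = only one of the mean or replicate conditions met; inactive = mean below 8% and not both replicates reaching 8%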;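 also: cells transiently co-express mutant CFTR-F508del with the halide-sensitive YFP; corrector assay measuring rescue of mutant channel to the surface after 24 h compound exposure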
FN deposition inh: fibronectin deposition inhibition | AH1F fibroblasts, Alexa488-fibronectin deposition fluorescence, overnight | inhibition, % at 12.6 µM | 350,000 compounds, 0.086% hits | AID 743247;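 active = mean inhibition across replicates of 30% or more, regardless of how many single replicates reach that level; inconclusive = mean under 30% yet at least half of replicates reach 30%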;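 also: positive control wells lacked labelled fibronectin entirely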
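material = AH1F fibroblast monolayer depositing Alexa488-labelled fibronectin into matrix | amount = 10000 AH1F cells/well | buffer or medium = DMEM plus 2% serum, read in PBS | incubation = 1 h cell adhesion before compound, then overnight fibronectin incubation | detection = fluorescence at 485 nm excitation, 525 nm emission | evaluation = percent inhibition as loss of matrix-bound fibronectin fluorescence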
PAX8 reporter: inhibitors of PAX8 transcriptional activity in RMG-I cells | RMG-I TPO-luciferase reporter, SteadyGlo, 24 h | inhibition, % at 12.6 µM | 360,000 compounds, 1.2% hits | AID 652154;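 active = mean replicate inhibition at least 60% with every replicate also reaching 60%; inconclusive = only one of the two criteria is met; inactive = mean below 60% and not all replicates reaching 60%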;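 also: luciferase light reporting Pax8 driven TPO promoter activity; plate controls were median of neutral control wells for no effect and mitoxantrone controls for full effect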
* hit, by the source's call; ? = inconclusive; . = not tested or not shown; & = joins results of further samples; [ ] = dose if it differs, or a comment.

Compound | F508del corr | PAX8 reporter | EWS-Fli block | INS-1E GSIS act | DENV2 CPE rescue | FN deposition inh | miR-122 sensor
COCCN(C(=O)COC(=O)CCCOc1ccc(OC)cc1)c1c(N)n(Cc2ccccc2)c(=O)[nH]c1=O | -2.6 | -3 | 1 | 17 | -3 | -2 | -3
CCN(CC(=O)Nc1ccccc1C(F)(F)F)C(=O)C1CCN(C(=O)Nc2ccccc2)CC1 | 0.9 | 1 | 3 | . | 12 | 2 | -1
C[C@@H]1CCCCO[C@@H](CN(C)C(=O)Nc2ccc3c(c2)OCO3)[C@@H](C)CN([C@H](C)CO)C(=O)c2cc(NS(=O)(=O)c3cn(C)cn3)ccc2O1 | 0.2 | -2 | -12 | -2 | 0 | . | 39[16.7 µM]
CC(C)C[C@H]1COc2cccc(F)c2S(=O)(=O)N1 | 1.1&-0.8 | -16&7 | -3&6 | -13&-12 | ? | 8&-3 | .
COc1ccc(-c2cc(C(=O)NCC3CCCO3)on2)cc1OC (stereo not drawn) | -2.5 | -12 | . | 18 | 0 | 2 | -9
Cc1c(O)ccc2cc(S(=O)(=O)c3ccccc3)c(=O)oc12 | -1.2 | -17 | 18 | -2 | -7 | 4 | .
CC(C)OCCCNC(=O)c1ccc(CN2CCc3ccccc3C2)cc1 | 4.6 | 22 | 10 | . | 9 | 3 | .
C[C@H]1CN([C@@H](C)CO)C(=O)c2cccc(NC(=O)Nc3ccc(F)cc3)c2O[C@@H]1CN(C)Cc1ccc(C(F)(F)F)cc1 | 1.7 | -6 | 14 | 3 | . | . | 69[16.7 µM]
C=CCn1c(SCC(=O)Nc2ccc(F)cc2F)nc2c([nH]c3ccccc32)c1=O | 1.7 | . | 10 | 30 | -3 | 2 | -4
Cc1ccc(S(=O)(=O)N(CC(=O)N=Nc2c(O)[nH]c3ccccc23)c2cccc(C)c2)cc1 | . | 16 | . | -38 | . | -7 | 6
c1c[nH]c(CN2CCN(Cc3ncc[nH]3)CC2)n1 | 1.3 | -8 | -9 | . | -3 | 1 | .
CO[C@@H]1CN(C)C(=O)c2cc(NS(=O)(=O)c3ccc(C)cc3)ccc2OC[C@@H](C)NC[C@@H]1C | -0.8 | 3 | 1 | 15 | 10 | -3 | 36[16.7 µM]

The listing continues:
Compound | F508del corr | PAX8 reporter | EWS-Fli block | INS-1E GSIS act | DENV2 CPE rescue | FN deposition inh | miR-122 sensor
COc1ccccc1Cc1c(C(C)(C)C)nc2cc(C)c(Br)c(C)n12 | 4.0 | 11 | 14 | -25 | 6 | 2 | .
CCN(CC)c1ncnc2c1ncn2[C@H]1CN(Cc2ccc(F)cc2)C[C@@H](CO)O1 | 0.3 | -8 | 3 | 0 | -7 | -6 | 2
C/C=C/c1ccc(OCC(=O)N(C)CC(=O)Nc2ccc(F)cc2)c(OC)c1 | 1.9 | . | 9 | -20 | -1 | -4 | 14
COc1ccccc1CNCC(=O)Nc1ccc(C#N)cc1 | 2.2 | -17 | -10 | -11 | 7 | 2 | 11
C[C@@H]1CCCCO[C@@H](CN(C)C(=O)Nc2ccccc2)[C@H](C)CN([C@@H](C)CO)C(=O)c2cc(NS(=O)(=O)c3ccc(Cl)cc3)ccc2O1 | 0.0 | 10 | 8 | 8 | -11 | -5 | -15[16.7 µM]
CCS(=O)(=O)Nc1ccc2c(c1)C(=O)N(C)C[C@H](OC)[C@@H](C)CN(C(=O)C1CCC1)[C@H](C)CO2 | -0.5 | -6 | -6 | 4 | 9 | . | .
COC(=O)[C@H]1[C@H](CO)[C@H]2Cn3c(ccc(C4=CCCCC4)c3=O)[C@H]2N1Cc1cccnc1 | -2.2 | -13 | 4 | 11 | 26* | . | .
O=C(CC(NC(=O)c1ccccc1Cl)c1ccccc1)Nc1ccc2c(c1)OCO2 (stereo not drawn) | . | -12 | . | . | . | 4 | 10
O=C(NCC1CCCO1)C1CCCN(S(=O)(=O)c2cccc(C(F)(F)F)c2)C1 (stereo not drawn) | -2.5 | -13 | 6 | -6 | 5 | -2 | -1
COc1ccc(/C=C/C(=O)NCCc2ccc(S(N)(=O)=O)cc2)cc1 | . | 1 | . | 13 | . | -4 | 2
CCCCNC(=O)CN(c1cc(C(F)(F)F)ccc1Cl)S(C)(=O)=O | . | 1 | . | -4 | . | 8 | .
O=C(COC(=O)Cn1cnc2ccccc21)Nc1cccc([N+](=O)[O-])c1 | 1.5 | 3 | 15 | -17 | -4 | . | 0

More compounds:
Compound | F508del corr | PAX8 reporter | EWS-Fli block | INS-1E GSIS act | DENV2 CPE rescue | FN deposition inh | miR-122 sensor
COc1ccc(-n2ccnc2SCC(=O)NC2CCCC2)cc1 | -4.6 | -7 | -4 | 5 | 4 | 0 | -3
C=CCN=C1CC(C)(C)C(C(=O)OC)C(O)=C1C(=O)CCC (stereo not drawn) | 1.9 | -23 | 3 | 73* | 7 | -12 | 1
C[C@@H]1CN([C@@H](C)CO)C(=O)c2cc(NC(=O)NC3CCCCC3)ccc2O[C@@H](C)CCCCO[C@H]1CN(C)Cc1ccc(C(F)(F)F)cc1 | -1.7 | 78* | -13 | -12 | -8 | . | -5[16.7 µM]
Cc1ccc(NC(=O)CCN2CCOCC2)cc1C | -2.5 | -5 | 0 | -1 | 13 | 9 | -6
CCCNC(=O)N1[C@@H]2c3cccc(=O)n3C[C@H]1[C@H](CO)[C@H]2C(=O)N1CCC(Cc2ccccc2)CC1 | . | 2 | 5 | -5 | 1 | -2 | .
CCN(C(=O)COC(=O)c1cc(S(=O)(=O)N2CCc3ccccc32)ccc1OC)C1CCS(=O)(=O)C1 (stereo not drawn) | -1.0 | 7 | 0 | -7 | -3 | . | 10
C[C@@H]1CN([C@H](C)CO)C(=O)c2cccc(NS(=O)(=O)c3cn(C)cn3)c2O[C@H]1CN(C)C(=O)Nc1ccc(F)cc1 | 4.7 | -2 | 24 | -5 | 71* | 0 | 14[16.7 µM]
COC(=O)c1ccc(COC(=O)c2cccn2C)o1 | 1.1 | -48 | -2 | 8 | 4 | -4 | -2
CCN(CC)CCN(C(=O)C1=COCCO1)c1nc2cc(C)cc(C)c2s1 | 4.2 | -11 | . | 5 | 0 | 10 | -2
CN(C)C(=O)[C@@H]1[C@@H](CO)[C@@H]2Cn3c(cccc3=O)[C@@H]2N1C(=O)C1CCCCC1 | 2.0 | . | 5 | 10 | 1 | . | 6[16.7 µM]
Cc1cc(C)c2c(c1)-c1c(ssc1=S)C(C)(C)N2C(=O)CN1C(=O)c2ccccc2C1=O | . | 1 | . | -19 | . | 2 | 0
CN(C)CC(=O)N[C@H]1CC[C@H](CCNC(=O)C2CCC2)O[C@@H]1CO | 2.6 | -6 | 2 | 6 | 9 | -3 | .

Sorted by length of the SMILES (smallest number first): some entries from above.
Compound | F508del corr | PAX8 reporter | EWS-Fli block | INS-1E GSIS act | DENV2 CPE rescue | FN deposition inh | miR-122 sensor
Cc1ccc(NC(=O)CCN2CCOCC2)cc1C | -2.5 | -5 | 0 | -1 | 13 | 9 | -6
COc1ccc(-n2ccnc2SCC(=O)NC2CCCC2)cc1 | -4.6 | -7 | -4 | 5 | 4 | 0 | -3
C=CCN=C1CC(C)(C)C(C(=O)OC)C(O)=C1C(=O)CCC (stereo not drawn) | 1.9 | -23 | 3 | 73* | 7 | -12 | 1
CCN(C(=O)COC(=O)c1cc(S(=O)(=O)N2CCc3ccccc32)ccc1OC)C1CCS(=O)(=O)C1 (stereo not drawn) | -1.0 | 7 | 0 | -7 | -3 | . | 10
CN(C)C(=O)[C@@H]1[C@@H](CO)[C@@H]2Cn3c(cccc3=O)[C@@H]2N1C(=O)C1CCCCC1 | 2.0 | . | 5 | 10 | 1 | . | 6[16.7 µM]

Further results:
Compound | F508del corr | PAX8 reporter | EWS-Fli block | INS-1E GSIS act | DENV2 CPE rescue | FN deposition inh | miR-122 sensor
CC(=O)c1ccc(NC(=O)C2CCCN2S(=O)(=O)c2cccc3cccnc23)cc1 (stereo not drawn) | 0.4 | 6 | -6 | 6 | 14 | -6 | -17
COCC#Cc1ccc(CC[C@H]2O[C@H]3CC[C@@H](CO)O[C@H]3C[C@H]2n2cc(C(C)(C)O)nn2)cc1 | -0.6 | -20 | 20 | . | -3 | . | .
CC(=O)c1ccc(NC(=O)COC(=O)c2nc(Cl)ccc2Cl)cc1 | 2.3 | -4 | 0 | 11 | 9 | 0 | -3
Cc1nn(-c2ccccc2)c(C)c1/C=N/n1c(-c2ccncc2)n[nH]c1=S | 1.6 | 15 | -26 | 4 | -1 | . | .
CC1Cc2ccccc2N1CC(=O)NC(=O)NCc1ccccc1 (stereo not drawn) | -2.4 | 6 | -7 | 22 | -1 | -1 | .
COc1ccc(S(=O)(=O)N2CC[C@@H]3[C@@H](CO)Nc4ccc(C5=CCCCC5)cc4[C@@H]32)cc1 | 9.0* | . | . | 5 | 10 | -11 | .
Cc1cc(Cl)ccc1OCC(=O)N/N=C1\CC2C=CCC12 (stereo not drawn) | -2.5 | 2 | 10 | -10 | . | 3 | .
O=C1NC[C@H](CCCCN2CCN(CCC3CCCCC3)C(=O)C2=O)N(CC2CCCCC2)C1=O | -1.4 | -4 | -6 | 7 | 2 | 1 | .
COc1ccc(-c2cc3c(c4c2ccn4C)C2CCC3C2)cn1 (stereo not drawn) | -1.3 | -6 | -7 | -6 | 19 | -10 | -2
Cc1ccccc1C(=O)NC1CCN(C(=O)Nc2ccc(F)cc2)CC1 | 0.7 | 3 | 3 | 5 | 10 | 6 | -1
O=C(CNC(=O)C(c1ccccc1)c1ccccc1)OCC(=O)c1cccs1 | . | -15 | . | -20 | . | 2 | -5
CC(C)NC(=O)NC(=O)CN1C(=O)NC2(CCc3ccccc3C2)C1=O (stereo not drawn) | -1.9 | 10 | 11 | -7 | -5 | -2 | -4

Additional results follow.
Compound | F508del corr | PAX8 reporter | EWS-Fli block | INS-1E GSIS act | DENV2 CPE rescue | FN deposition inh | miR-122 sensor
O=C1CNC[C@H]2[C@@H](c3ccc(C#CC4CCCCC4)cc3)[C@@H](CO)N12 | 1.3 | . | -3 | 9 | -13 | -3 | .
COc1ccc2c3c(n(C)c2c1)[C@H](CO)N(C(=O)c1ccncc1)CC31CN(C)C1 | -0.7 | . | -2 | 9 | 7 | . | .
O=C(Cn1nc(Cl)nc1Cl)c1ccc(F)cc1 | -2.4 | 2 | 10 | -3 | 2 | -5 | 3
O=C(Nc1cccn(Cc2ccccc2Cl)c1=O)NC1CCCCC1 | 1.3 | 2 | -6 | -31 | -4 | 14 | .
Cc1ccc(NC(=O)COc2nc(C)cs2)cc1 | . | -7 | . | -5 | . | . | -2
CCOC(=O)[C@]12CCCC=C1N(Cc1cccc3ccccc13)C(=O)[C@H](CC(=O)NCC13CC4CC(CC(C4)C1)C3)C2 | 3.5 | -4 | 20 | -7 | ? | -7 | .
N#C[C@@H]1[C@H](c2ccc(C3=CCCC3)cc2)[C@@H](CO)N1C(=O)C1CC1 | -1.3 | -23 | 2 | -3 | -13 | -3 | .
CC1=C(C(=O)OC2CCCCC2)C(c2cccc([N+](=O)[O-])c2)NC(=O)N1 (stereo not drawn) | 0.0 | -9 | 10 | -10 | -3 | 1 | 0
Cn1cc(S(=O)(=O)CC(=O)N2CCc3ccccc32)c2ccccc21 | 0.2 | -3 | -34 | 8 | -10 | 7 | 12
